From PubChem
PDI turbidity: inhibitors of human protein disulfide isomerase. P07237. PDI insulin aggregation turbidity, A650, 90 min. inhibition, % at 10 µM. 350,000 compounds, 0.052% hits;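 active means mean inhibition across replicates of 30% or more, whatever share of single replicates reach that level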;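 further: absorbance from insulin aggregation driven by PDI reduction with DTT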
Target sequence (P07237 whole entry, looked up): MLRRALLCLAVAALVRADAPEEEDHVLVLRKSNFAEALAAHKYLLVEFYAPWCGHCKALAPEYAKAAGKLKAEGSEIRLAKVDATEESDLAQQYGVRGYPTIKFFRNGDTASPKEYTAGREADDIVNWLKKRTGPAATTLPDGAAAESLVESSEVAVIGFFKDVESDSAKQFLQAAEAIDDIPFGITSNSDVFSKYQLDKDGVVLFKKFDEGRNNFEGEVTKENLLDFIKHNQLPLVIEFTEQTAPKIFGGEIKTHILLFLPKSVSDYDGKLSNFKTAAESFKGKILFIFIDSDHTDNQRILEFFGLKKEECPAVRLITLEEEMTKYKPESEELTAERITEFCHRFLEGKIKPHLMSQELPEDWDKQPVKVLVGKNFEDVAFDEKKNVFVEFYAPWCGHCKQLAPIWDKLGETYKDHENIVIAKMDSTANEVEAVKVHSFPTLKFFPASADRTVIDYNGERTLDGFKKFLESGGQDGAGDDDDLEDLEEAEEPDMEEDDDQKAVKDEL
Glyco luc inh: blocks N-linked glycosylation in D54 reporter cells; D54 ERlucT glycosylation luciferase reporter, 24 h; percent of 100 nM tunicamycin response; reporter increase, % at 12.5 µM; 360,000 compounds, 0.23% hits; AID 588692;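 active means mean luciferase reporter signal, scaled so untreated is 0 and the glycosylation-blocking control 100, at or above a set limit in every replicate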;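 further: luciferase carries N-glycosylation sites so blocking glycosylation raises the light; 0% = median of neutral control wells and 100% = median of 100 nM tunicamycin wells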
Cardio protect: modulators protecting cardiomyocytes from myocardial damage | H9c2 cardiomyocytes, H2O2 injury protection, ATPLite, 2 h | protection from H2O2 cell death, % at 20 µM | 360,000 compounds, 0.63% hits;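 active means compounds giving at least 50% protection of heart cells from peroxide-induced death in the single-dose screen, raw or plate-pattern-corrected value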;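 further: 0% = DMSO wells with peroxide and 100% = DMSO wells without peroxide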
ABCB6 inh 2: human ABCB6 transporter inhibition; Q9NP58; K562-ABCB6 porphyrin accumulation, flow cytometry, 1 h; stronger effect = lower value; fluorescence ratio to DMSO, % at 10 µM; 360,000 compounds, 0.19% hits; AID 602162;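 active means fluorescence ratio to DMSO below 75%, the collection mean minus 3 SD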;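 further: signal is porphyrin accumulated inside mitochondria; 100% equals median channel fluorescence of DMSO control wells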
Vif inh: inhibitors of HIV Vif | HEK293T cells, Vif self-association by quenched fluorescence, imaging, 24 h | AID 602346 | 340,000 compounds, 0.35% hits | inhibition, % at 7.49 µM; in the data active means inhibition above about 50%, passing the limit was not always enough; further: some results filed as inactive read as strong as hits
MC4R barr agon: human MC4R agonism via beta-arrestin. U2OS MC4R beta-arrestin complementation, luminescence; percent of melanotan II response, DMSO zero. 360,000 compounds, 0.98% hits. P32245. activation, % at 8.9 µM;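 active means activation above a per-plate cutoff, the mean activation of sample wells on that plate plus 3 SD, cut at about 8% in these data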
Target sequence (P32245 whole entry, looked up): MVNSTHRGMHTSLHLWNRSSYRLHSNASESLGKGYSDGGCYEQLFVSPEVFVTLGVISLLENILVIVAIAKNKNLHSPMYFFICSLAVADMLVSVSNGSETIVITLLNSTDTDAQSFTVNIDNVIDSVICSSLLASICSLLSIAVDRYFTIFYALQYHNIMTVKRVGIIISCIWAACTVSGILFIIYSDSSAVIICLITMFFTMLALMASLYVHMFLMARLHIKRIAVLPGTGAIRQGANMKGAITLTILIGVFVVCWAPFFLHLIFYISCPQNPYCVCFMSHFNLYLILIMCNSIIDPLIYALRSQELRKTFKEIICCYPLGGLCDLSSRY
aDG glyco act: alpha-DG glycosylation activation; AID 624168; 360,000 compounds, 0.22% hits; activation, % at 10 µM; Pro5-aDG cells, alpha-DG glycosylation AlphaScreen (IIH6); 0% Pro5, 100% B10-LARGE cell signal;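 active means activation of at least 8% versus controls, or a plate z-score of at least 8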;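 further: Pro5 are CHO cells carrying HIG-tagged alpha-DG that lacks glycosylation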
MC4R antagonist: antagonists of human melanocortin 4 receptor (MC4R). P32245. MC4R-expressing cells, MTII-stimulated cAMP, LANCE TR-FRET. inhibition, % at 6.5 µM. 360,000 compounds, 0.48% hits. AID 540295;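 active means inhibition above its plate's cutoff, the mean of tested wells on that plate plus 3 SD, cut at about 29% in these data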;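 further: 0% = Melanotan II alone and 100% = Melanotan II plus saturating MCL0020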
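Assay system: U2OS cells stably expressing human melanocortin 4 receptor (MC4R) / Dosing: 6.5 µM / Timing: compound 30 min, challenge 1 h, detection 1 h / Measured by: Eu-cAMP/anti-cAMP TR-FRET, emission 671 nm / Replicates: singlicate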
CaV13 FRET inh: Disruptors of the CACNA1D IQ motif to Ca2+-dependent inactivation inhibitor domain association, primary screening, Förster resonance energy transfer in intact living …; 340,000 compounds, 0.098% hits; HEK cells, CFP/YFP FRET ICDI-IQ, plate reader, 10 min; percent FRET-ratio fall versus neutral wells; inhibition, % at 12.3 µM; AID 743397;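 active means mean replicate inhibition of at least 30% and at least 1% of replicates passing that level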;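 further: 0% = median of the neutral control wells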
m5-HT2A agonist: agonists of mouse serotonin 5-HT2A receptor (HTR2A); CHO-K1 mHTR2A beta-arrestin complementation, luminescence; percent of 30 µM serotonin response; activation, % at 7.6 µM; 360,000 compounds, 0.66% hits;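 active means activation above a run cutoff, the mean activation of all tested compounds plus 3 SD, cut at about 14% in these data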;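 further: 0% = plate median of compound wells and 100% = 30 µM serotonin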
* marks the source's active call; other numbers are inactive results; . = not tested or not shown. Not a hit list, and some 3.6% of all compounds hit somewhere here.

SMILES	PDI turbidity	Glyco luc inh	Cardio protect	ABCB6 inh 2	Vif inh	MC4R barr agon	aDG glyco act	MC4R antagonist	CaV13 FRET inh	m5-HT2A agonist
COc1ccc(C2=NN(C(=O)c3cccnc3)C(c3ccccc3)C2)cc1 (stereo not drawn)	-6	1	-4	100	-3	-1.8	0.3	2	-3	1
Oc1c(N=Nc2nn[nH]n2)ccc2ccccc12	.	5	-15	106	3	.	0.7	.	-5	-4
CCOc1ccc(CN(C)C(=O)c2cccnc2OCC)cc1OC	9	-2	2	97	0	-1.9	-0.1	2	-17	5
O=C1CCCN1c1ccc(S(=O)(=O)N2CCN(c3ccccc3)CC2)cc1	-11	5	-6	100	14	-2.9	0.0	4	-4	-1
O=C(CSc1nc2ccccc2s1)Nc1ccc(Cl)c(C(=O)O)c1	4	0	-1	91	-4	0.7	-0.4	1	-5	0
O=C(Nc1ccc(F)c(Cl)c1)C1CC(=O)n2c(nc3ccccc32)N1 (stereo not drawn)	-9	-2	-8	98	-12	1.4	0.4	2	-5	8
CC(=O)Nc1ccc(NC(=O)c2ccc(NC(=O)c3ccccc3)cc2)cc1	-2	-2	0	98	0	-4.0	-0.1	8	.	-4
CC(=O)Nc1cccc(NC(=O)CSc2ncc(C(=O)Nc3ccc(F)cc3)c(=O)n2C)c1	2	11	-3	96	23	1.3	0.1	25	-6	4
Cc1ccc(C(=O)O)cc1S(=O)(=O)N1CCOCC1	3	2	3	101	-2	-1.1	-0.2	5	-11	4
CC(=O)c1ccc(NC(=S)Nc2ccc(N3CCOCC3)cc2)cc1	-1	6	-3	102	-9	-2.5	-0.1	12	-7	-2
Cc1c(C(=O)N2CC[C@@H](N3CCC(O)CC3)[C@H](O)C2)[nH]c2ccc(Cl)cc12	4	4	0	101	3	-2.5	0.3	3	-7	0
CCNc1nnc(-c2ccncc2)s1	-3	-1	0	96	4	0.1	-0.5	2	-5	-2
N#Cc1c(/N=C/c2cccs2)sc2c1CCC2	-1	-1	-9	99	6	-1.3	0.0	-13	-5	-4
COC(=O)c1cc(NC(=O)N2c3ccccc3Sc3ccccc32)cc(C(=O)OC)c1	1	-4	-6	101	10	-1.4	-0.1	8	-6	6
Cc1cc(NC(=O)COC(=O)CCCOc2ccc(Cl)cc2C)no1	0	2	-10	94	-1	5.9	-0.4	10	-5	1
O=S(=O)(c1ccc(Cl)cc1)N1CCN(c2nc(-c3cccs3)nc3ccccc23)CC1	18	-1	1	93	-4	-1.1	0.0	2	-2	0
Cc1occc1C(=O)N/N=C/C=C\c1ccccc1[N+](=O)[O-]	2	-1	-2	105	-3	-0.8	0.0	5	-4	-2
COc1cccc(C2C3=C(CC(C)(C)CC3=O)Nc3n[nH]c(C)c32)c1 (stereo not drawn)	1	7	-4	99	0	-3.0	-0.3	2	-5	2
Cc1cc(C)n(-c2nc(N(C)C)nc(N3CCOCC3)n2)n1	-4	1	-6	97	5	0.3	-0.1	9	-8	8
CN(CC(=O)Nc1ccccc1C(F)(F)F)C(=O)C1CCN(S(=O)(=O)c2ccc3c(c2)OCCO3)CC1	6	2	-1	101	-4	2.4	0.2	8	-6	-1
Cc1ccc(NC(=O)CSc2nc3c([nH]c4ccccc43)c(=O)n2C)cc1	-12	4	20	100	6	16*	0.4	-9	-7	-5
COCC1CCCCN1C(=O)c1ccc2nc(Cc3ccc(OC)c(OC)c3)oc2c1 (stereo not drawn)	22	-1	-10	94	-17	-1.1	0.3	5	-5	2
CCN(C(=O)COc1cc(=O)n(C)c2ccccc12)c1cccc(Cl)c1	9	-1	19	87	0	-0.4	0.0	-1	-3	0
Cc1cc(OC(=O)c2cccc([N+](=O)[O-])c2)c(C)cc1CN1CCOCC1	4	-2	-13	95	2	2.0	0.1	1	-20	5
CC(=O)Nc1ccc(NC(=O)C(Cc2ccccc2)NC(=O)C2CCC(C)CC2)cc1 (stereo not drawn)	-7	-2	-2	92	-4	-3.0	-0.3	10	-4	1
Cc1ccc(/C=C2/C(=N)N3N=C(CC(=O)N4CCCC4)SC3=NC2=O)cc1	8	5	-2	102	-6	0.6	-0.1	-2	-6	3
COc1cccc(C(=O)Nc2ccc(NC(=O)C3CCCCC3)nc2)c1	4	0	-1	95	0	1.1	0.1	-4	-2	4
Cc1ccc(O)c(C(=O)c2cc(C(=O)NCCc3ccccc3)c(=O)n(CCc3ccccc3)c2)c1	2	-2	20	95	0	-3.0	-0.4	6	-17	-2
COc1ccc(-c2nnc(SC)o2)c(OC)c1	3	2	1	89	3	-4.1	-0.2	-4	-1	-3
CC(=O)c1cccc(NC(=O)c2cc(-n3cnnc3)ccc2Cl)c1	1	1	7	99	9	-0.7	-0.2	11	-4	0
CCOCc1c(C(=O)N2CCN(Cc3ccc(Br)s3)CC2)oc2ccccc12	-4	-2	-5	96	3	0.2	-0.1	1	-17	2
Nc1nc(-c2ccco2)nn1C(=O)c1ccc(Cl)cc1	-3	3	-3	107	3	1.1	-0.1	1	-6	1
Cc1ccc(Cl)cc1N1CCN(C(=O)Cn2ncn3cccc3c2=O)CC1	.	-3	-2	102	1	0.5	0.6	15	-7	0
COc1ccc2cc(C(=O)N3CCN(c4ccccc4F)CC3)[nH]c2c1	5	2	-5	93	0	0.9	0.1	16	-2	-14
COC(=O)C1N2C(=O)[C@@H](NC(=O)COc3ccccc3)[C@H]2SC1(C)C (stereo partly drawn)	-2	1	-7	100	-2	-0.4	0.1	10	-11	2
Cc1ccccc1OCCSc1nnc(-c2cccnc2)n1N	-6	9	0	104	2	-1.3	-0.1	-5	-3	-4
Fc1ccc(/C=N/Nc2nnnn2-c2ccccc2)cc1	3	1	4	101	-3	-1.4	-0.1	0	-5	-5
COc1ccccc1NC(=O)COC(=O)c1c[nH]c(=O)[nH]c1=O	-3	1	7	94	-6	2.5	-0.1	6	1	-4
Cn1c(=O)n(C)c2cc(C(=O)O)ccc21	8	3	3	95	0	-1.1	-0.3	5	.	-1
NS(=O)(=O)c1cccc(NC(=O)COC(=O)Cc2ccc(S(=O)(=O)N3CCOCC3)s2)c1	6	0	0	97	7	-0.4	0.2	8	-3	7
CC(C)(C)NC(=O)C1c2ccccc2OCC(=O)N1CCCN1CCOCC1 (stereo not drawn)	.	.	.	95	.	.	-0.2	.	-2	1
O=C(COC(=O)C1CCN(c2ccc(C(F)(F)F)cn2)CC1)c1cccc(Br)c1	4	0	-2	94	9	-0.5	0.0	-3	-7	1
Cn1cnc2cc(NCc3ccc(Cl)cc3)ccc21	-2	-3	-2	329	-3	-2.1	0.1	-6	3	-6
COc1ccc(C(=O)CN2CCN(c3ncccn3)CC2)cc1	23	3	-2	82	-17	-0.1	0.0	-5	-4	-4
Cc1cccc(C(=O)NNC(=O)c2c(O)c3ccccc3n(C)c2=O)c1	-4	5	17	96	2	1.5	-0.1	1	-3	8
O=C(Nc1ccc2c(c1)nc1n2CCOC1)c1ccccc1	-9	0	-17	100	58*	-0.8	0.0	2	-4	-2
Cc1ccc(Nc2nc(Oc3ccc(=O)[nH]n3)nc(N(C)C)n2)cc1	20	-1	1	98	1	0.1	1.0	4	-6	-4
COc1ccc(/C=C2\SC(=S)N(Cc3cccnc3)C2=O)cc1C	-6	1	-11	93	-1	-1.0	0.4	3	-5	1
O=C(NCC(=O)N(c1ccc2c(c1)OCO2)C(C(=O)NC1CCCC1)c1cccs1)c1ccco1 (stereo not drawn)	-2	1	16	92	4	-1.7	-0.2	3	-4	4
CSc1ccc(CNc2ccccn2)cc1	-4	-2	-29	86	18	-1.1	-0.2	-2	.	-5
COc1ccc2c(c1)C(c1ccccc1)=NNC(c1ccco1)=N2	-5	-1	10	98	-1	1.6	0.0	27	-10	-4
O=C(NCC(c1ccco1)N1CCc2ccccc21)c1ccccc1Br (stereo not drawn)	3	0	-3	96	-5	-1.6	0.3	8	-4	5
CCOc1ccc(NC(=O)CN2C(=O)NC3(CCCCCC3)C2=O)cc1	1	3	-1	98	-2	-2.0	-0.1	1	-5	2
N=C1CCCN1CC(=O)c1ccc(Cl)cc1	-2	1	2	100	0	-1.0	0.1	0	-3	-3
CCCCOc1ccc(C(=O)NCC(=O)N2CC(C)OC(C)C2)cc1 (stereo not drawn)	-2	1	0	97	8	-1.3	-0.3	15	-7	6
S=C(NCCc1ccccn1)Nc1ccccc1Cl	-7	-1	2	100	4	4.7	0.4	1	-5	3
COc1ccc(Cn2nc(-c3ccccc3)c(N3CCCCC3)cc2=O)cc1	-5	-1	2	94	-19	1.9	0.2	-6	4	-3
CCCCN(CC)CCCNC(=O)CC1Oc2ccccc2NC1=O (stereo not drawn)	3	1	4	107	4	-1.2	0.0	2	-8	27*
C/C(=N\Nc1nncc2ccccc12)c1ccc(C(C)(C)C)cc1	0	-3	-9	96	-1	2.4	0.0	23	.	2
CCCCC(=O)Nc1ccccc1N1CCN(c2ccc(F)cc2)CC1	-8	-4	1	86	-10	2.8	0.2	0	22	0

Three neighbouring compounds out of the list so far:
SMILES	PDI turbidity	Glyco luc inh	Cardio protect	ABCB6 inh 2	Vif inh	MC4R barr agon	aDG glyco act	MC4R antagonist	CaV13 FRET inh	m5-HT2A agonist
CCCCN(CC)CCCNC(=O)CC1Oc2ccccc2NC1=O (stereo not drawn)	3	1	4	107	4	-1.2	0.0	2	-8	27*
C/C(=N\Nc1nncc2ccccc12)c1ccc(C(C)(C)C)cc1	0	-3	-9	96	-1	2.4	0.0	23	.	2
CCCCC(=O)Nc1ccccc1N1CCN(c2ccc(F)cc2)CC1	-8	-4	1	86	-10	2.8	0.2	0	22	0

Later entries.
SMILES	PDI turbidity	Glyco luc inh	Cardio protect	ABCB6 inh 2	Vif inh	MC4R barr agon	aDG glyco act	MC4R antagonist	CaV13 FRET inh	m5-HT2A agonist
Cn1cccc1CC(=O)N/N=C/c1cc([N+](=O)[O-])ccc1Cl	-2	2	-2	103	28	-4.4	0.1	24	2	-1
O=C(c1cnccn1)N1CCN(S(=O)(=O)c2cccc(Cl)c2)CC1	-3	3	2	104	11	-0.5	0.2	9	-6	-1
CC(=O)Nc1ccc(S(=O)(=O)Nc2c(C)nn(-c3ccccc3)c2C)cc1	2	-2	-4	98	-5	-1.1	0.1	4	-9	-4
COc1cc(C(=O)N/N=C/c2coc3ccccc3c2=O)cc(OC)c1OC	-3	-3	4	101	3	-1.5	0.2	-22	-19	4
O=C(CC1C(=O)NCCN1CC1CCCCC1)NCCCN1CCOCC1 (stereo not drawn)	-1	1	-2	101	-4	-0.4	0.1	-4	-3	3
CCCCCCCNC(=O)C1(CC2CC(c3cccc(Br)c3)=NO2)CCN(C(=O)C2CCCC2)CC1 (stereo not drawn)	-1	-3	-2	101	-2	6.7	1.0	2	-11	-8
COc1ccc(CCNC(=O)CCc2nnc(Cc3ccc4c(c3)OCO4)o2)c(OC)c1	-2	-1	-5	102	1	-2.3	0.5	-2	-6	-1
